# Screens deposited in PubChem by several laboratories.
# WT yeast gro inh – growth inhibition of WT yeast, mitochondrial fusion screen | AID 1362 | 190,000 compounds, 2.1% hits | mitochondrial fusion phenotypic screen, WT strain | inhibition, % at 10 µM; in the data active = inhibition above about 58%; tested in S. cerevisiae
# P. falciparum M1AAP – P. falciparum M1AAP inhibitors, biochemical, fluorogenic H-Leu-NHMec substrate, 1536-well (AID 1445); recombinant M1AAP, H-Leu-NHMec fluorogenic kinetic assay; higher % means a stronger effect; 220,000 compounds, 0.42% hits; inhibition, % at 30 µM; hits with a dose series show IC50 in µM;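 active = primary inhibition above the hit cutoff, then over 50% inhibition at one or more dose response concentrations, cut at about 23% in these data, passing the limit was not always enough; inconclusive = conflicting primary data, or primary hits not chosen for dose response; inactive = low primary inhibition, or under 50% at every dose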;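 also: plate controls were DMSO full reaction for no effect and no enzyme background for full effect; strong numbers were not always called active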
# human PMI inhibition – MPI enzyme activity inhibition – biochemical, fluorescence intensity, coupled assay, primary screen (AID 1209) | purified PMI enzyme, coupled fluorescence intensity; higher % means a stronger effect | 190,000 compounds, 0.42% hits | inhibition, % at 20 µM; hits with a dose series show IC50 in µM;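 also: plate controls were DMSO vehicle for no effect and wells lacking substrate for full effect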
# ER stress rescue – rescue of cells from ER stress-induced death, primary screen, 384-well, CSM14.1, thapsigargin, ATP luminescence (AID 1222); CSM14.1 thapsigargin-induced death rescue, ATP luminescence; higher % means a stronger effect; one-dose cellular ATP content (survival), % at 20 µM; EC50 in µM for titrated hits; 190,000 tested, under 10 active;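 active = EC50 below 50 µM in the dose-response confirmation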;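 also: death triggered by thapsigargin at about 15 µM added after 2 h compound pretreatment; cell ATP read after overnight thapsigargin exposure of roughly 18 to 22 hours; normalized against plate controls of thapsigargin alone and 5% DMSO vehicle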
# TNAP activators – human TNAP enzyme activators, primary screen, biochemical, luminescent, no phosphate acceptor, uHTS (AID 1001). purified TNAP, luminescent activation assay, no phosphate acceptor; higher activation fold means a stronger effect. activation fold at 20 µM; hits with a dose series show EC50 in µM. 200,000 compounds, 0.03% hits; in the data active = activation fold from about 3, or a potency from the dose series; inactive = the rest, 99 in 100 with activation fold below about 1.6; also: many of its hits are not listed in these tables
# Myeloid diff 2 – promotes myeloid progenitor differentiation. ER-HoxA9 myeloid progenitors, lysozyme-GFP differentiation, flow cytometry. calls only at 10 µM. 360,000 compounds, 1% hits;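 active = normalized GFP-positive differentiation at or above the plate's own cutoff, the solvent-only control mean plus 3 SD; inconclusive = no clear call, values can overlap the other calls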;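 also: cells exposed to compound for four days before flow analysis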
# Hep lipid drop – modulators of hepatic lipid droplet formation | inhibition, % at 6.5 µM | AML12 mouse hepatocytes, oleate lipid droplets, BODIPY imaging | 240,000 compounds, 0.4% hits | AID 1656;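 active = lipid droplet intensity inhibited by at least 50%, with more than 500 cells counted; inconclusive = wells with under 300 cells, treated as cytotoxic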
#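 Test system: AML12 mouse liver cells; schedule: overnight exposure; technique: high-content imaging of BODIPY-stained droplets and DAPI nuclei; read-out: % inhibition of corrected integrated BODIPY droplet signal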
# human PMI inhibitors – MPI inhibition at elevated mannose 6-phosphate – biochemical, fluorescence intensity, high mannose 6-phosphate, primary screen (AID 1220); recombinant PMI enzyme, coupled fluorescence intensity; higher % means a stronger effect; inhibition, % at 20 µM; hits with a dose series show IC50 in µM; 190,000 compounds, 0.66% hits
# UTI89 phage lysis – protection from phage-mediated lysis, alamar blue read-out – E. coli UTI89, K1F phage, bacterial capsule biogenesis inhibitors (AID 488966); one-dose inhibition, % at 100 µM; IC50 in µM for titrated hits; 340,000 compounds, 0.02% hits; E. coli UTI89 K1F phage lysis, alamar blue, 2 h; higher % means a stronger effect;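 active = phage lysis inhibition, versus mean bacterial control, above a set limit; inconclusive = no clear call, values can overlap the other calls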;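 also: capsule biogenesis inhibitors block K1F phage lysis so surviving cells raise fluorescence; higher fluorescence means more inhibition of phage lysis; actives were called in the ten point dose series up to 300 µM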
# WT yeast gro inh mutant strain – also measured in WT yeast gro inh; calls as there; inhibition, %; mitochondrial fusion phenotypic screen, mutant strain inhibition
# Hep lipid drop cells 6.5 µM – further read-out of Hep lipid drop, marked with its call; cell count; measured here: cell count, cytotoxicity flag;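 cells counted across two imaged fields per well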
# Myeloid diff 2 GFP+ MAC1+ % – second read-out of Myeloid diff 2, no call of its own (marks repeat the call); GFP+ MAC1+ double positive, %; measured here: differentiation confirmed by MAC1 staining
# Starred values were filed as active, the others as inactive; i = inactive; ? = inconclusive; . = not tested or not shown; + = active, no number; [ ] = dose if it differs, or a comment. Rule as the data show it, unless noted: active = inhibition above about 50%; inactive = the rest.
# The line under a structure holds: WT yeast gro inh	WT yeast gro inh mutant strain	P. falciparum M1AAP	human PMI inhibition	ER stress rescue	TNAP activators	Myeloid diff 2	Myeloid diff 2 GFP+ MAC1+ %	Hep lipid drop	Hep lipid drop cells 6.5 µM	human PMI inhibitors	UTI89 phage lysis
COc1ccc(NC(=O)CCN2CCC(C)CC2)cc1
  3.4	1.3	0.3%	7.9%	-3.0%	1.1	i	0.7	-3.1	817	6.2%	0.5%
O=C(COC(=O)CCC(=O)c1ccc(F)cc1)Nc1cccc(S(=O)(=O)N2CCOCC2)c1
  -8.1	-15.8	3.3%	-6.9%	-0.9%	1.1	i	0.6	-5.3	710	2.8%	0.1%
O=C(O)Cn1nnnc1SCC(=O)Nc1ccc(F)cc1F
  -12.1	-10.0	0.0%	-8.0%	-0.9%	1.1	i	0.5	6.1	680	-10.8%	1.0%
Cc1cccn2c(=O)c(/C=N/O)c(N3CCCCC3)nc12
  7.0	4.9	13.6%	6.2%	-1.0%	1	i	1.6	.	.	2.2%	2.2%
O=C(NCc1ccccc1Cl)C1CCN(S(=O)(=O)N2CCOCC2)CC1
  -4.9	15.8	8.9%	-7.1%	-0.7%	1.1	i	0.7	6.7	703	-7.4%	0.0%
COc1ccccc1Nc1nc(Cl)c(C=O)s1
  -10.9	6.4	4.3%	-3.1%	.	1	+	1.6*	5.0	683	5.5%	0.2%
CCOC(=O)c1ccc(NC(=O)CNC(=O)C23CC4CC(CC(C4)C2)C3)cc1
  9.8	-1.3	3.2%	13.2%	-0.3%	1.1	i	0.5	.	.	13.7%	2.0%
CCN(C(=S)Nc1cccnc1)c1ccccc1
  2.8	-7.1	-0.4%	4.0%	-1.4%	1.1	i	1.1	23.3	740	4.6%	-0.3%
O=S(=O)(NC1=NCCCCCC1)c1cccs1
  5.1	14.9	2.2%	-6.6%	0.7%	1.1	i	7.5	.	.	-4.9%	5.1%
O=c1c2cc(Br)cc(Br)c2oc2nc3n(c(=O)c12)CCCS3
  10.4	16.8	9.2%	11.4%	-0.8%	1.1	.	.	-3.3	808	2.6%	.
NC(=S)N/N=C/C=C/c1ccccc1
  7.5	3.0	5.4%	-5.5%	-0.9%	1.1	i	0.8	18.5	686	-3.4%	9.3%
COc1ccc2c(c1)C(=O)[C@@H](OC(=O)NCc1ccc3c(c1)OCO3)[C@H](c1ccc(OC)c(Br)c1)O2
  24.2	-8.3	6.8%	3.5%	-2.0%	1.1	.	.	-43.8	740	7.2%	.
O=C(NC1CCCc2ccccc21)c1ccccc1Br (stereo unspecified)
  -17.5	-11.0	2.4%	-16.5%	1.1%	1	i	1.3	.	.	-6.5%	4.5%
C=CCN1C(=O)CN=C1Nc1ccc(F)cc1
  -3.2	3.3	9.3%	1.2%	-1.9%	1	i	0.2	1.7	732	-2.0%	-1.1%
Cc1cc(C)nc(N2N=C(C(C)(C)C)CC2=O)n1
  -4.0	-45.2	5.9%	-6.3%	-1.1%	1.1	i	8.1	3.8	769	-15.0%	0.3%
COc1cc(OC)cc(C(=O)NCCN2CCOCC2)c1
  0.5	-11.5	-1.0%	7.1%	-1.0%	1.1	i	1.7	-1.5	536	4.1%	1.7%
CCC(=O)N1CCN(CCN=CC2=C(O)CC(c3ccc(OC)cc3)CC2=O)CC1 (stereo unspecified)
  -3.4	-12.6	5.8%	0.5%	-0.5%	1.1	i	0.3	24.3	590	-8.3%	4.7%
Cn1cc(C(=O)NCc2cccs2)c(=O)c2cc(S(=O)(=O)N3CCCC3)ccc21
  -7.3	-16.1	1.0%	-9.3%	-3.0%	1	i	0.0	1.6	729	-8.6%	0.7%[50 µM]
Cc1cc(OC(=O)Cc2cccc3ccccc23)c([N+](=O)[O-])c(=O)[nH]1
  -9.0	-11.9	6.9%	1.0%	-0.5%	1	i	0.6	-26.3	471	-3.0%	0.8%
COc1ccccc1/C=C(\NC(=O)c1ccc(OC)c(OC)c1)C(=O)Nc1cc([N+](=O)[O-])ccc1C
  8.1	-1.1	6.1%	-1.5%	-1.8%	1.1	i	0.5	-20.5	642	0.4%	0.2%
CSCCC(NC(=O)c1ccoc1C)C(=O)O (stereo unspecified)
  -17.5	-2.6	2.2%	-6.5%	2.7%	1	i	0.7	-1.1	715	-12.3%	0.4%
Cc1ccc(CNC(=O)CCc2ccc(S(=O)(=O)NC3CCCCC3)cc2)cc1
  -1.2	-4.5	-2.7%	-2.7%	1.1%	1.1	i	0.4	-0.4	763	-16.9%	0.1%
COc1ccc(-c2nn(CCC#N)cc2/C=N/O)cc1OC
  0.4	0.4	8.2%	4.5%	-0.9%	1	i	0.4	2.5	758	10.3%	0.0%
Cc1cc(C)c(S(=O)(=O)/N=C2/C=C(Sc3ncn[nH]3)C(=O)c3ccccc32)cc1C
  26.4	13.5	?	98.1%*	-4.0%	0.5	i	1.1	-2.4	584	90.3%*	-5.7%
COCCCNC(=O)CC(NS(=O)(=O)c1ccc(Cl)cc1)c1ccc(OC)cc1 (stereo unspecified)
  -3.7	-6.2	1.1%	1.4%	2.8%	1.1	i	4.4	0.7	773	-3.9%	-1.7%
Cc1ccc(C(=O)CSc2nsc(C)c2C#N)cc1
  12.9	14.4	-1.4%	7.2%	-1.5%	1.2	i	1.0	-5.1	671	8.5%	2.5%[50 µM]
COC(=O)CCc1c(C)[nH]c(=S)[nH]c1=O
  -7.1	7.0	-3.4%	-3.6%	-2.0%	1	i	1.1	.	.	1.8%	3.4%
O=C(c1cnc2nc3ccccc3n2c1)c1cc(F)ccc1O
  14.6	9.8	9.1%	-52.5%	-0.6%	1.4	i	0.5	25.2	760	-61.5%	0.0%
Cn1c(N)c(C(=O)COC(=O)CSc2ccc(Cl)cc2)c(=O)n(C)c1=O
  -5.2	-12.8	6.5%	14.3%	-1.7%	1	i	1.5	-11.1	657	15.2%	0.8%[50 µM]
CSCCC(/C(O)=C(\C#N)c1nc2ccccc2[nH]1)N1C(=O)c2ccccc2C1=O (stereo unspecified)
  3.1	-7.9	-1.2%	-3.3%	0.1%	1.1	i	0.4	.	.	11.5%	1.1%
CCCCn1c(SCC(=O)NCc2ccccc2)nc2ccc(N3CCOCC3)cc2c1=O
  7.0	22.4	12.7%	-19.9%	-2.6%	1.1	i	0.6	5.9	579	-45.8%	-0.1%
Cc1ccccc1NC(=O)CSc1nc(O)cc(=O)n1C
  .	.	1.9%	.	.	.	i	0.5	-0.4	665	.	0.1%
CCCCCc1ccc(S(=O)(=O)NCCc2ccncc2)cc1
  28.3	26.2	-1.4%	8.1%	-0.8%	1.1	i	4.6	-2.8	722	3.4%	1.4%
COc1ccccc1-c1cc(C(F)(F)F)n2ncc(S(=O)(=O)c3ccccc3)c2n1
  1.0	-42.9	9.2%	5.0%	1.1%	1.1	i	2.9	.	.	9.8%	0.5%
COc1ccc(-c2cn(-c3ccc(SC(F)F)cc3)c3[n+]2CCC3)cc1OC
  -5.6	16.0	-2.4%	7.8%	-2.3%	1.2	i	0.5	23.2	665	0.2%	0.8%[50 µM]
COc1ccccc1N(CC(O)COc1c(C)cc(C)cc1C)S(=O)(=O)c1ccccc1 (stereo unspecified)
  61.3*	4.2*	1.1%	15.9%	-2.6%	1.1	i	0.9	-27.7	633	16.2%	-0.8%[50 µM]
NC(=O)CC(NC(=O)c1ccccc1)c1ccc(NCCOc2ccccc2)c([N+](=O)[O-])c1 (stereo unspecified)
  .	.	0.2%	.	.	.	i	0.9	21.9	771	.	0.9%
Cc1ccc(NC(=O)COC(=O)c2ccn(C)n2)cc1
  -15.0	-8.6	6.2%	14.8%	-2.1%	1	i	5.7	2.3	632	14.5%	-0.5%[50 µM]
CCC1(COC(=O)Nc2cccc(Cl)c2)COC1
  1.6	15.4	7.0%	-4.3%	-1.9%	1.2	i	1.0	.	.	1.1%	0.5%
COCC1CCCN(Cc2nc(Cc3ccccc3)no2)C1 (stereo unspecified)
  -8.6	5.2	12.6%	4.1%	-1.7%	1.1	i	0.5	1.7	651	-0.8%	0.6%
O=C(OCCn1cncn1)c1cc2ccccc2oc1=O
  -4.0	2.1	10.8%	7.6%	-1.6%	1	i	0.7	.	.	7.6%	-0.4%
COCCCNC(=O)CC(NS(=O)(=O)c1ccc(F)cc1)c1ccc(OC)cc1 (stereo unspecified)
  12.7	6.2	13.3%	-12.4%	-3.1%	1	i	1.3	1.3	773	-7.9%	6.0%
C[C@@H](C(=O)OCC(=O)Nc1cc(S(=O)(=O)N2CCOCC2)ccc1Cl)N1C(=O)C2CCCCC2C1=O (stereo partly specified)
  -7.2	7.0	5.2%	1.9%	9.5%	1	i	0.3	-9.8	670	-2.2%	0.3%
OCc1ccc(O)c2ncccc12
  6.7	6.8	-13.8%	27.0%	3.5%	1.1	?	.	.	.	28.8%	-1.1%
Cc1ccc(S(=O)(=O)Nc2ccccc2/C=N/c2nc3ccccc3n2C(C)C)cc1
  45.7	13.6	19.3%	11.7%	-1.9%	1	i	0.6	-15.3	399	10.3%	-1.7%[50 µM]
